Tn6 DDE FP: inhibitors of Tn6 peptide binding to fibrin DD(E), primary screen, biochemical, fluorescence polarization, human fibrin, Tn6 probe; Fibrinogen beta chain (Homo sapiens), P02675; Fibrin DD(E) TRITC-Tn6 fluorescence polarization displacement; inhibition, % at 8.3 µM; 370,000 tested, 0.21% active; AID 720509, 2013;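 active = inhibition above a per-campaign cutoff: mean of compounds within control limits plus 3 SD, cut at about 15% in these data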;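 also: 0% = median of all compound wells on the plate and 100% = blocking peptide control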
DDE Tn7 FP inh: inhibitors of Tn7 peptide binding to fibrin DD(E), primary screen, biochemical, fluorescence polarization, human fibrin, Tn7 probe | Fibrinogen beta chain (Homo sapiens), P02675 | FP displacement of FITC-Tn7 peptide from fibrin DD(E); 0% = median of compound wells per plate | inhibition, % at 8.3 µM | 370,000 tested, 0.13% active | AID 720508, 2013;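 active = inhibition above the mean of compounds falling within the control limits plus 3 SD of them, cut at about 14% in these data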;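 also: 0% = plate median of compound wells and 100% = 10 µM Aha-Tn7 peptide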
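system = human fibrin DD(E) protein | quantity = DD(E) 2 µM final | medium = Tris/NaCl/CaCl2 buffer, pH 7.8 | also added = labelled Tn7 tracer, 0.1 µM | compound dosing = single point at 8.3 µM | timing = compound with protein 10 min, then 3 h after probe, room temperature | signal = FP measurement | benchmarks = Aha-Tn7 high control | repeats = one replicate per compound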
ASAP1 GAP inh: inhibitors of human ASAP1 ArfGAP activity, primary screen, biochemical, fluorescence polarization; 360,000 tested, 0.19% active; inhibition, % at 16.5 µM; ASAP1-stimulated ARF1 GTP hydrolysis, GDP FP detection; Arf-GAP with SH3 domain, ANK repeat and PH domain-containing protein 1 (Homo sapiens), …; in the data active = inhibition above about 25%;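 also: 0% = vehicle with enzyme and substrate and 100% = no enzyme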
proKLK7 act: proKLK7 zymogen activators, primary screen, biochemical, fluorescence intensity. 370,000 tested, 0.9% active. activation, % at 7 µM. Kallikrein-7 (Homo sapiens), P49862. purified proKLK7, EDANS-DABCYL substrate fluorescence; 100% is mature enzyme control, 0% vehicle;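 active = activation above the mean of all tested compounds plus 3 SD, computed per campaign excluding outliers beyond control limits, cut at about 13% in these data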
Target sequence (P49862 whole entry, looked up): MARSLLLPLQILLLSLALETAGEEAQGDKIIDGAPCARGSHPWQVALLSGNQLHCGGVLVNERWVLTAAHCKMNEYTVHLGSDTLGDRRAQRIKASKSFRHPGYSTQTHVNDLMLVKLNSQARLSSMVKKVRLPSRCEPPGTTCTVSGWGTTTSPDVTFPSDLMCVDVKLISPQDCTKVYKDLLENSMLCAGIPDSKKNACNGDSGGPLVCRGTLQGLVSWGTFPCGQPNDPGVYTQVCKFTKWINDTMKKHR
HGIII-sPLA2 inh: human group III sPLA2 inhibitors, primary screen, biochemical, QFRET, BODIPY PC-A2 liposome substrate. Group 3 secretory phospholipase A2 (Homo sapiens), Q9NZ20. QFRET BODIPY PC-A2 liposome hydrolysis, fluorescence. inhibition, % at 12.2 µM. 370,000 tested, 0.56% active;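 active = inhibition above mean plus 3 SD of compounds lying within the high and low control bounds, cut at about 19% in these data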;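 also: 0% = median of test compound wells and 100% = no enzyme DMSO wells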
UHRF1 binding: UHRF1 methylated DNA binding inhibitors, primary screen, counter-screen for MBD2 inhibitor project, biochemical, TR-FRET, human UHRF1, single concentration; UHRF1 binding to methylated oligo; 370,000 tested, 0.75% active; E3 ubiquitin-protein ligase UHRF1 (Homo sapiens), Q96T88; inhibition, % at 4.4 µM; AID 687016, 2013; in the data active = inhibition above about 21%;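 also: UHRF1 SRA domain binding a hemimethylated CpG hairpin DNA probe; 0% = median of test compound wells and 100% = reference inhibitor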
Target sequence (Q96T88 whole entry, looked up, the tested form may be a part): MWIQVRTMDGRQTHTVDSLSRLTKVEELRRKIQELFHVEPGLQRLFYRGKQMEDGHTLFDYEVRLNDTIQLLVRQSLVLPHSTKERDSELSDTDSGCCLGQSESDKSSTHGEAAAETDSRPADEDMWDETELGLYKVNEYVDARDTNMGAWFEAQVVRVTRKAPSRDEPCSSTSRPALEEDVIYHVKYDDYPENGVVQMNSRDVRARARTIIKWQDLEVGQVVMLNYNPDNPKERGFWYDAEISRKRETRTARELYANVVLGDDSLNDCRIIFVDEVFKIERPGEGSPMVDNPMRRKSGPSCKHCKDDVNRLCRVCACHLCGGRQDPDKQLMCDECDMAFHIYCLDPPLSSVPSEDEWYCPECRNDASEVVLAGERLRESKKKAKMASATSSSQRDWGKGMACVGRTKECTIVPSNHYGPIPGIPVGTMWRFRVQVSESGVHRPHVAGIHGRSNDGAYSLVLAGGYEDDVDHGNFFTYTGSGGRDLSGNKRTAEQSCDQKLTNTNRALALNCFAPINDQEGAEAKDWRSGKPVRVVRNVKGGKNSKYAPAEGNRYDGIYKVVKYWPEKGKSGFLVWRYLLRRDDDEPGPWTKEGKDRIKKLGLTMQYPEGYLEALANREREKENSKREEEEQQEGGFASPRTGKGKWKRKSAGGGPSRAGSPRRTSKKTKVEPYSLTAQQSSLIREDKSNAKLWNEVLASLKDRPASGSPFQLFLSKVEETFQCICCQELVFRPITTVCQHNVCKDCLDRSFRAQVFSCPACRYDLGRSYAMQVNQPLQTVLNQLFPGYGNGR
PLCb3 inh: human PLC-beta3 inhibitors, primary screen, biochemical, fluorescence | 1-phosphatidylinositol 4,5-bisphosphate phosphodiesterase beta-3 (Homo sapiens), Q01970 | Purified PLC-beta3, fluorogenic substrate | inhibition, % at 12.2 µM | 370,000 tested, 0.18% active; in the data active = inhibition above about 11%;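 also: 0% = median of compound wells on plate and 100% = full blocker control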
ARFGAP1 inh: inhibitors of rat ARFGAP1 GAP activity, primary screen, biochemical, fluorescence polarization, GDP tracer; ADP-ribosylation factor GTPase-activating protein 1 (Rattus norvegicus), Q62848; Arfgap1-stimulated ARF1 GTP hydrolysis, GDP FP detection; inhibition, % at 16.5 µM; 360,000 tested, 0.26% active; AID 651572, 2012;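 active = inhibition above a per-plate limit, mean inhibition of low control wells plus 3 SD, cut at about 25% in these data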;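 also: 0% = DMSO wells with enzyme and 100% = wells lacking Arfgap1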
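Material: rat Arfgap1 GAP domain (His6, aa 1-136), purified enzyme. Also added: human ARF1(Δ1-17)-GTP substrate. Compound dosing: 16.5 µM single point, 1.26% DMSO. Timing: enzyme reaction 120 min at 25 °C after 20 min preincubation. Signal: GDP detection by fluorescence polarization. Read-out basis: percent inhibition of GAP-stimulated GDP formation, scaled between DMSO and no-Arfgap1 medians.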
Rev-erbA mod: modulators of Rev-erb alpha DNA binding, primary screen, biochemical, FITC-DNA, fluorescence polarization, uHTS | Rev-erbα–FITC-DNA binding, 90 min | activity, % at 10 µM | 370,000 tested, 0.79% active | AID 1259318, 2017;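 active = activity above about 14%, limit read from the data; passing the limit was not always enough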;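 also: 0% = DMSO wells with 35 nM protein and 100% = DMSO wells with 750 nM protein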
PLCg1 inh: PLC-gamma1 enzyme inhibitors, primary screen, biochemical, fluorescence, purified enzyme | 370,000 tested, 0.84% active | fluorogenic substrate | inhibition, % at 12.2 µM | 1-phosphatidylinositol 4,5-bisphosphate phosphodiesterase gamma-1 (Homo sapiens), P19174; in the data active = inhibition above about 9.5%
Active calls of the source: *; i = inactive.

SMILES	Tn6 DDE FP	DDE Tn7 FP inh	ASAP1 GAP inh	proKLK7 act	HGIII-sPLA2 inh	UHRF1 binding	PLCb3 inh	ARFGAP1 inh	Rev-erbA mod	PLCg1 inh
NS(=O)(=O)c1ccc(N/N=C2/CCCc3ccccc32)c([N+](=O)[O-])c1	-2.2	-0.8	-8.9	-0.6	-2.0	-1.2	-9.5	-5.8	9.8	-3.1
Cc1cc(N(C(=O)c2ccco2)C(C(=O)NC2CCCCC2)c2ccccc2)ccc1-n1cnnn1 (centres undefined)	-12.8	-2.5	-7.0	0.6	6.9	1.4	-0.3	7.6	-4.5	2.4
CCn1c(-c2cccs2)nc2ccccc21	-2.1	5.2	-1.3	1.0	4.8	0.6	-25.2	2.2	-2.4	-21.8
COc1cc(/C=C(\C#N)C(=O)Nc2cccc3ncccc23)cc(OC)c1OC	3.4	0.4	5.8	3.1	17.6	-8.9	i	4.9	1.7	-483.2
COCCN(C(=O)CCC(=O)Nc1nccs1)C(C(=O)NCCC(C)C)c1ccc(OC)cc1 (centres undefined)	9.3	-2.0	2.3	-0.2	-2.6	4.4	-3.9	3.8	6.4	2.4
Cc1sc2ncnc(NCCN3CCOCC3)c2c1C	-6.1	-2.5	-12.8	-0.2	-1.2	-1.9	0.1	4.0	-1.8	4.5
C=C(C)CSc1nc2sc3c(c2c(=O)n1C1CCCCC1)CCN(C)C3	-9.5	0.3	6.6	-5.0	1.6	-0.8	-61.3	3.2	1.6	-28.4
CC(C)(C)c1ccccc1OCCCCCNCCO	-2.7	-10.0	2.6	0.2	0.0	12.4	3.5	-6.0	-6.5	2.4
CC(=O)N(C(C)=O)c1ncnc2c1c(-c1ccc(Cl)cc1)nn2C(C)(C)C	-1.2	-0.6	2.4	27.3*	2.8	-1.0	-243.3	4.8	3.9	-197.1
CCCCNC(=O)NC(C(=O)OC)C12CC3CC(CC(C3)C1)C2 (centres undefined)	-7.6	-6.8	29.9*	-0.2	7.5	5.4	3.8	12.6	-7.0	12.8*
COc1ccc(N(CC(=O)Nc2cc([N+](=O)[O-])ccc2C)S(C)(=O)=O)cc1OC	12.0	8.4	2.4	-0.8	11.7	2.9	0.5	1.2	1.0	1.1
COc1ccc(-n2nc3cc(C)c(N)c(Br)c3n2)cc1	1.6	1.6	5.9	-4.4	-5.8	6.1	-290.0	7.3	-6.9	-212.9
CC[C@H](C)[C@H](NC(=O)c1ccccc1)C(=O)NC(CC(=O)O)c1ccc(F)cc1 (some centres undefined)	6.7	6.4	-0.9	-0.1	0.2	2.0	-3.1	7.4	4.6	1.8
COc1ccc(N2C(=O)C3CCCN3C2c2ccc(C)cc2)cc1 (centres undefined)	8.6	0.8	10.4	0.1	4.7	-0.4	2.9	0.0	-1.8	-2.6
COc1cc(NC(=S)NC(=O)CCc2ccccc2)cc(OC)c1	6.2	4.0	10.9	0.1	-9.8	-0.8	-9.3	2.4	-4.6	-1.3
COc1ccc(C)cc1NC(=O)COCC(=O)O	5.6	5.0	9.7	-0.3	6.2	0.2	-0.2	13.4	-0.3	-1.6
CCCN(C(=O)c1cc(S(=O)(=O)N2CCN(CC)CC2)ccc1Cl)C1CCS(=O)(=O)C1 (centres undefined)	-8.2	-1.7	7.3	-0.4	6.6	-0.3	-4.7	0.4	3.7	5.9
CCCCn1c(CNC(=O)C(C)(C)C)nc2ccccc21	-5.3	0.4	2.2	0.5	3.1	-0.3	-1.4	-5.3	1.3	-0.6
Cc1ccc(S(=O)(=O)NC(CC(C)C)C(=O)NCc2ccco2)cc1 (centres undefined)	0.0	-2.2	15.5	0.4	-1.4	-3.6	-0.2	-3.0	-1.0	0.9
CC(CC(=O)Nc1ccc(S(=O)(=O)N2CCOCC2)cc1)c1ccccc1 (centres undefined)	6.3	12.4	-10.7	0.1	-7.0	-2.1	-7.1	-8.9	-1.1	-1.6
COC(=O)c1ccc2c(c1)C(C)(C)C(/C=C/c1ccc(O)cc1)=[N+]2C	63.9*	-28.1	2.8	25.2*	-5.0	-7.1	i	-9.7	-2.7	-393.6
COc1ccc(CCNS(=O)(=O)c2ccccc2)cc1OC	1.8	-1.8	-1.7	0.1	-6.0	-3.9	1.0	5.0	0.0	0.8
CC1Sc2ccc(S(=O)(=O)NCc3ccccc3)cc2NC1=O (centres undefined)	-4.7	-0.8	2.6	0.5	-11.7	2.0	-6.0	-0.1	6.1	-1.4
COc1ccc(C2=CC(c3cccc(OC)c3)n3nnnc3N2)cc1 (centres undefined)	0.4	7.7	4.0	42.3*	-10.5	4.6	i	-2.3	-5.4	-466.0
COc1cccc(C(C(=O)NC2CCCCC2)N(CC2CCCO2)C(=O)CNC(=O)c2ccco2)c1 (centres undefined)	-11.4	-5.7	-0.4	0.8	-0.8	1.1	-0.9	-8.0	-7.7	-1.3
Cc1cccc(C)c1NC(=O)CNC(=O)C(NC(=O)c1ccc(C(C)(C)C)cc1)C(C)C (centres undefined)	-4.1	0.4	-9.5	-0.3	5.8	-0.2	5.9	9.8	1.8	0.6
CCc1nnc(NC(=O)CS(=O)(=O)c2ccccc2)s1	-3.9	-5.9	-3.9	-0.4	-2.9	0.1	-4.6	7.2	0.2	-4.6
Cc1onc(-c2ccccc2)c1C(=O)N1CCN(CCc2ccccc2)CC1	0.8	-9.2	0.3	0.9	3.1	18.1	0.7	13.6	-2.3	4.5
CC(c1ccccc1)C1CC(=O)N(C2CCCCC2)C1=O (centres undefined)	0.0	0.9	-6.6	-0.5	2.7	-2.4	-0.2	-0.8	-0.4	-0.9
CC1CN(CCCOc2ccccc2[N+](=O)[O-])CC(C)O1 (centres undefined)	5.5	2.7	-2.3	0.2	-1.4	-0.1	0.3	-0.2	-0.3	-0.6
O=C(O)c1ccc(C2SCC(=O)N2Cc2ccccc2)cc1 (centres undefined)	-1.2	5.0	-7.1	-0.8	8.0	0.2	3.9	-6.2	1.5	-3.4
COc1cc(C(=O)Nc2nc(-c3cccs3)cs2)cc(OC)c1OC	-3.7	-3.7	-0.4	0.7	-11.3	-3.8	-39.7	5.6	-1.4	-28.0
CCOC(=O)c1c(NS(=O)(=O)Cc2ccccc2)sc2c1CCCC2	1.2	-3.4	-9.2	-0.5	-27.5	2.4	-3.9	0.9	9.8	-2.6
O=C(COc1ccc2c(-c3ccccc3)cc(=O)oc2c1)N1C[C@H]2C[C@@H](C1)c1cccc(=O)n1C2	1.1	-0.1	4.4	-0.1	1.2	0.7	-1.6	-3.0	-2.4	-1.2
CCOC(=O)C1=CCC(c2ccccc2C(F)(F)F)N(S(=O)(=O)c2ccc(C)cc2)C1 (centres undefined)	0.9	0.5	-4.7	-0.4	-4.2	-2.1	-2.4	4.3	-1.2	2.2
CCOC(=O)C1CCCN(C(=O)CCCn2nc(C)n3c(cc4sccc43)c2=O)C1 (centres undefined)	5.8	-0.3	10.7	0.0	3.4	-2.8	2.0	-5.4	3.6	0.5
Cc1nnc(NC(=O)CSc2nnc(CNC(=O)c3ccccc3)o2)s1	-6.5	-6.8	6.1	-0.1	-1.1	4.5	-0.3	1.9	-0.6	8.5
O=C(Nc1ccccc1)Nc1nnc([C@H]2C[C@H](O)[C@@H](CO)O2)s1	-9.4	-1.6	2.9	0.3	-7.2	-1.1	2.1	11.7	-5.7	0.8
COc1ccc(NC(=O)[C@H](C)NS(=O)(=O)c2ccc(NC(C)=O)cc2)cc1Cl	0.4	1.7	5.0	0.5	0.7	-1.4	0.1	-1.1	-4.6	-0.5
O=C(Oc1ccc(F)cc1)c1ccc2c(=O)n3c(nc2c1)CCC3	-5.1	-2.8	-7.7	-0.4	7.5	5.6	-8.3	13.3	-6.8	-6.7
CCOC(=O)C1=C(N)OC2=C(C(=O)CC(C)C2)C1c1cccnc1 (centres undefined)	4.4	0.2	2.6	-0.1	3.2	-4.4	-3.6	3.6	4.6	-5.0
O=C(OCc1ccccc1F)c1cnc(Cl)c(Cl)c1	1.6	-1.1	-1.5	-0.5	0.1	-1.2	-3.0	-1.1	-6.6	-0.7
Cc1ccccc1C(=O)c1c[nH]c(C(=O)N=CN(C)C)c1	-0.1	-5.0	-0.1	-1.0	-4.5	1.2	1.8	3.2	-1.0	-2.8
Cc1nc(Cl)c(C(=O)NC(=O)Nc2cccc(C(F)(F)F)c2)c(C)c1[N+](=O)[O-]	0.1	2.9	-3.8	-0.3	-0.2	-1.6	-4.2	-2.9	-4.2	-1.1
O=C(CN(C(=O)CCC(=O)Nc1ccccn1)c1ccc2c(c1)OCO2)NCc1ccc(F)cc1	-2.2	2.2	-15.9	-0.1	0.5	-0.7	-0.6	6.4	-4.5	2.5
C(=N\Nc1nccc(-c2cccnc2)n1)/c1ccccc1	-0.9	2.2	3.1	0.0	10.0	0.5	-5.7	5.5	-6.0	0.0
C=CCn1c(SCc2cc(=O)n3ccsc3n2)nc2ccccc2c1=O	1.4	0.1	0.0	-1.0	0.2	0.3	0.0	7.9	-5.0	0.6
CCN(CC(=O)NCc1cccs1)C(=O)c1ccc(NS(=O)(=O)c2cccc([N+](=O)[O-])c2)cc1	3.1	-6.4	-1.0	-0.3	-5.8	3.2	-0.3	-1.1	-4.1	1.0

Looked up by structure from the entries so far (2):
SMILES	Tn6 DDE FP	DDE Tn7 FP inh	ASAP1 GAP inh	proKLK7 act	HGIII-sPLA2 inh	UHRF1 binding	PLCb3 inh	ARFGAP1 inh	Rev-erbA mod	PLCg1 inh
Cc1nc(Cl)c(C(=O)NC(=O)Nc2cccc(C(F)(F)F)c2)c(C)c1[N+](=O)[O-]	0.1	2.9	-3.8	-0.3	-0.2	-1.6	-4.2	-2.9	-4.2	-1.1
CCN(CC(=O)NCc1cccs1)C(=O)c1ccc(NS(=O)(=O)c2cccc([N+](=O)[O-])c2)cc1	3.1	-6.4	-1.0	-0.3	-5.8	3.2	-0.3	-1.1	-4.1	1.0

Screens from PubChem.
